ATXN viability: reduces viability in counter-screen for ATXN expression inhibitors; AID 651635; Potency, µM (series often up to 56.7 µM), most hits filed as cytotoxic; S2 cells (HEK-293 line with an ATXN2-luciferase reporter) viability, CellTiter-Fluor protease fluorescence, 24 h; 400,000 tested, 0.49% active; note: nearly all actives have a fitted effect of over 40% in size
HepG2 tox: HepG2 cytotoxicity, counter-screen for TGF-b inhibitors | 410,000 tested, 0.76% active | HepG2 CAGA-GFP viability, ATP luminescence, 18 h | AID 588856 | Potency, µM (highest dose often 46.1 µM), for the others: top-dose activity change, negative = cytotoxicity, hits mostly cytotoxic; note: some results filed as inactive show a strong effect at the top dose
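HepG2 CAGA-GFP cells (1000/well, DMEM with 1% FBS) received compound, then TGF-beta at 500 pg/mL final, and were incubated 18 hours at 37 degrees C. Viability was read by CellTiter-Glo luminescence. Media-only wells were set as complete cell-killing and DMSO as no toxicity.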
ATXN2 expr inh: reduces ATXN2 reporter expression in HEK-293 cells. Potency, µM (highest dose often 57 µM), without a hit: at the top dose activity change, negative = inhibition, hits mostly inhibitors. 360,000 tested, 0.72% active. HEK-293 ATXN2-luciferase reporter, luminescence, 24 h. AID 1745845; note: % is set by controls: 0 for no effect and ±100 for the full control effect; nearly all actives have a fitted effect of over 55% in size
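ATXN2-luciferase reporter cells (luciferase flanked by upstream and downstream ATXN2 gene portions) were treated 24 h at 37 °C with compounds at up to 57 uM. SteadyGlo luminescence gave expression; GF-AFC fluorescence gave viability.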
TGFb SMAD3 inh: inhibitors of TGF-b signaling | HepG2 CAGA-GFP TGF-b/SMAD3 reporter, GFP fluorescence, 18 h; TGF-beta stimulated, 500 pg/mL final | Potency, µM (series often up to 46.1 µM), without a hit: at the top dose activity, negative = inhibition, hits mostly inhibitors | 410,000 tested, 1.2% active; note: % is set by controls: 0 for no effect and ±100 for the full control effect; nearly all actives have a fitted effect of over 65% in size
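First, reporter cells (HEPG2 CAGA-GFP) rested 2 h at 37 degrees C. Next, compounds were pinned in and TGF-beta added to 500 pg/mL final. After 18 h, GFP was imaged per cell and summed per well.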
A549 viability: counter-screen for Nrf2 inhibitors: cytotoxicity in A549 cells. 390,000 tested, 0.16% active. A549 ARE-Fluc cells, CellTiter-Fluor viability, 18-24 h. Potency, µM (titrated, usually from 46 µM), without a hit: at the top dose activity change, negative = cytotoxicity, most hits filed as inhibitors. AID 504648; note: % is set by controls: 0 for no effect and ±100 for the full control effect
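A549 ARE-Fluc cells in 5% FBS OPTI-MEM, 5000 cells/well, rested 2 h then exposed to compounds in concentration-response for 18-24 h at 37 °C. Viability by CellTiter-Fluor fluorescence (Ex 405/Em 525) after 30 min; luciferase luminescence (BugLite, 15 min, RT) read afterwards.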
MCF10A rerep: induces DNA re-replication in MCF 10a normal breast cells; MCF 10A DNA re-replication, Hoechst nuclear intensity, 48 h; Potency, µM (highest dose often 46.1 µM), inactives show at the top dose activity, positive = re-replication, most hits filed as activators; 350,000 tested, 2.9% active; note: % of control where 0% means no effect; nearly all actives have a fitted effect of over 50% in size
EPAC2 antag: antagonists of human EPAC2 | Q8WZA2 | EPAC2 GEF exchange of Rap1B-BODIPY-GDP, fluorescence | Potency, µM (top dose mostly 114 µM), without a hit: top-dose activity, negative = inhibition, hits mostly inhibitors | 360,000 tested, 0.18% active | AID 720708; note: % is set by controls: 0 for no effect and ±100 for the full control effect; nearly all actives have a fitted effect of over 45% in size; many of its hits are not listed in these tables
Target sequence (Q8WZA2 whole entry, looked up): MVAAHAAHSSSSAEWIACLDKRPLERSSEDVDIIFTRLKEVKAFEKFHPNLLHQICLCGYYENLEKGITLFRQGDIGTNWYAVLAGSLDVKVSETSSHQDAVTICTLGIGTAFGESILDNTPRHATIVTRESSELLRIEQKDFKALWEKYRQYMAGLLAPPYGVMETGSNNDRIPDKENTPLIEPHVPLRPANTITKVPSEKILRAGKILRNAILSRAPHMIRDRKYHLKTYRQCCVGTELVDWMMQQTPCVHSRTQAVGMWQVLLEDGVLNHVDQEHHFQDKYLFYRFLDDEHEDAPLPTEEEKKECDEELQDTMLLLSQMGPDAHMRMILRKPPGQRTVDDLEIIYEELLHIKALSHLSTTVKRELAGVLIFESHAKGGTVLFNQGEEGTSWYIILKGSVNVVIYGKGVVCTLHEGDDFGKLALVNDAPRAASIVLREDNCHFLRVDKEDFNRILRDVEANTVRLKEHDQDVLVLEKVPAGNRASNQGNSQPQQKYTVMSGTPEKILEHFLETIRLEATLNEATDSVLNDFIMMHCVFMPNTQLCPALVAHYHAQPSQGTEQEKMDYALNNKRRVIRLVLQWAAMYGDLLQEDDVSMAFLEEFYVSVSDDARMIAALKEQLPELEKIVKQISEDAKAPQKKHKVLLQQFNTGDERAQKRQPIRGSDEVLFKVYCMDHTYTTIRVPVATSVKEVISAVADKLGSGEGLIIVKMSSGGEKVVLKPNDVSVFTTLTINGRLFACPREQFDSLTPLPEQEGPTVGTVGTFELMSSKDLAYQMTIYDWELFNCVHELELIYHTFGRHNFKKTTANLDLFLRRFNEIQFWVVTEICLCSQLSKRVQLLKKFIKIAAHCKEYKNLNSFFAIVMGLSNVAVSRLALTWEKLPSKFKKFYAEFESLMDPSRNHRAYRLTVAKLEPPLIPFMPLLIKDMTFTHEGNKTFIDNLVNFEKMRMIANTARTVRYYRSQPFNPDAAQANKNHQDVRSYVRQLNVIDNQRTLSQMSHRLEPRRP
Nrf2 activator: activates Nrf2 signaling; AREc32 ARE-luciferase reporter (MCF7-derived line), luminescence, 24 h; Potency, µM (doses to about 46.1 µM), for the others: at the highest dose activation, most hits filed as activators; 410,000 tested, 0.31% active; AID 624171; note: % of control where 0% means no effect; nearly all actives have a fitted effect of over 65% in size
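Quantitative high-throughput format: AREc32 reporter cells, 1000 per well, received compound by pin transfer and were incubated 24 hr at 37 deg C, 5% CO2, before Steady-Glo luminescence detection.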
Nrf2 inh: Nrf2 pathway inhibition; A549 ARE-Fluc reporter, luciferase luminescence, 18-24 h; Potency, µM (doses to about 46 µM), without a hit: at the top dose activity change, negative = inhibition, most hits filed as inhibitors; 360,000 tested, 2.1% active; note: % is set by controls: 0 for no effect and ±100 for the full control effect; nearly all actives have a fitted effect of over 60% in size
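A549 ARE_Fluc cells, 5000/well, 5% FBS OPTI-MEM; compounds in dose-response, 18-24 h at 37 °C/5% CO2; CellTiter-Fluor viability read (Ex 405/Em 525), then BugLite luciferase luminescence = Nrf2 activity.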
Numbers without * were called inactive; i = inactive; u = inconclusive; x = no result given; & = joins results of further samples; [ ] = another dose, or the depositor's remark. Calls come from the whole dose curve; as a rule, active = well fitted curve in the direction sought with a large enough effect; inconclusive = small, poorly fitted or top-dose-only effect, or another doubt; inactive = no such curve, though single readings can be large; an effect the other way counts as inactive or inconclusive. Potency is the fitted concentration of half-maximal effect. Not all compounds are listed (hit frequency here may not be typical).

The first 4 records, ahead of the listing:
SMILES	ATXN viability	HepG2 tox	ATXN2 expr inh	TGFb SMAD3 inh	A549 viability	MCF10A rerep	EPAC2 antag	Nrf2 activator	Nrf2 inh
C/C=C(\C)c1nnc(NC(=O)OCC)s1	i	-23.7%	37.9%	7.5%	-1.2%	1.6%	4.1%	0.4%	4.7%
COc1ccc(C(=O)OCC(=O)NC2CC2)cc1[N+](=O)[O-]	i	0.2%	-1.8%	19.2%	1.0%	1.3%	3.6%	-0.7%	4.2%
c1ccc2sc(C3CCN(Cc4nnnn4Cc4ccc5c(c4)OCO5)CC3)nc2c1	i	-28.9%	-18.7%	14.1µM*	1.7%	u	-5.7%	-0.2%	u
O=C(CSc1nnc(C2CCCCC2)n1Cc1ccccc1)NCc1ccco1	i	-16.6%	-9.5%	-16.3%	1.0%	13.1%	-10.1%	16.4%	1.1%

Results, previewed entries included:
SMILES	ATXN viability	HepG2 tox	ATXN2 expr inh	TGFb SMAD3 inh	A549 viability	MCF10A rerep	EPAC2 antag	Nrf2 activator	Nrf2 inh
C/C=C(\C)c1nnc(NC(=O)OCC)s1	i	-23.7%	37.9%	7.5%	-1.2%	1.6%	4.1%	0.4%	4.7%
COc1ccc(C(=O)OCC(=O)NC2CC2)cc1[N+](=O)[O-]	i	0.2%	-1.8%	19.2%	1.0%	1.3%	3.6%	-0.7%	4.2%
c1ccc2sc(C3CCN(Cc4nnnn4Cc4ccc5c(c4)OCO5)CC3)nc2c1	i	-28.9%	-18.7%	14.1µM*	1.7%	u	-5.7%	-0.2%	u
O=C(CSc1nnc(C2CCCCC2)n1Cc1ccccc1)NCc1ccco1	i	-16.6%	-9.5%	-16.3%	1.0%	13.1%	-10.1%	16.4%	1.1%
CC12CCC3c4ccc(O)c([N+](=O)[O-])c4CCC3C1CCC2=O (configuration not stated)	i	-26.3%	x	-16.0%	x	x	-4.7%	2.2%	x
COc1cccc(OC)c1-c1nn2c(-c3ccco3)nnc2s1	x	-2.1%	x	-16.1%	-7.0%	0.0%	4.8%	0.2%	-1.8%
Cc1nn(C(C)C(=O)NCC2CCCO2)c(=O)c2cc3occc3n12 (configuration not stated)	i	7.3%	8.1%	-19.4%	-4.4%	-2.5%	-0.3%	-0.8%	12.2%
COc1ccc(N2CCN(C(=O)c3c(-c4ccccc4)noc3C)CC2)cc1	i	0.9%	-19.1%	-2.7%	-0.7%	-2.0%	-8.2%	-0.4%	-16.0%
N#CNC(=Nc1ccc(F)cc1)SCc1ccccc1	i	-69.1%	x	-3.4%	22.7%	u	2.0%[57.1 µM]	0.2%	10.4%
CN(CC(=O)NCc1ccccc1)S(=O)(=O)c1cnc[nH]1	i	-32.8%	-7.7%	-5.4%	2.7%	0.8%	0.2%	-0.7%	3.1%
CCc1ccc(OCC(O)CN2CCN(c3ccccc3)CC2)cc1 (configuration not stated)	i	-4.2%&-32.2%	-4.6%&-3.2%	-15.1%&-7.0%	1.4%&-0.8%	u	-3.3%&-3.7%	0.4%&2.7%	8.6%&-18.1%
COc1ccc(-c2c[n+](CC(=O)N3c4ccccc4Sc4ccccc43)c3n2CCC3)cc1	i	-2.6%	-32.0%	17.7%	-0.1%	u	-3.1%	2.0%	-22.8%
CC(=O)c1cc(-c2ccccc2)n(CCC(=O)NC2CCCCCCC2)c1C	i	-68.1%	-7.2%	-8.5%	2.8%	u	-14.5%	3.7%	7.0%
COc1cc(OC)c(OC)cc1NC(=O)CC1COc2ccccc2O1 (configuration not stated)	i	-23.3%	5.6%	5.4%	-1.4%	5.4%	-1.9%	-0.9%	8.8%
O=C(Nc1cccc(Cl)c1)N1CCCC1	u	0.2%	4.4%	4.2%	2.5%	u	3.7%	0.1%	8.0%
CCCOc1ccc(C2=NNC(=O)CC2)cc1	i	-0.3%	x	0.2%	u	11.5%	0.4%[57.1 µM]	0.0%	27.0%
CC(C)(C)c1ccc(C(=O)N2CCN(CCNC(=O)C(=O)NCc3ccc(Cl)cc3)CC2)cc1	i	-7.4%	-28.3%	u	u	u	30.5%[activator]	-0.4%	20.6µM*
Cc1cc(C)c(S(=O)(=O)Nc2ccc(-c3ccc(N4CCCCCC4)nn3)cc2)cc1C	u	3.1%	20.1%	1.0%	-22.0%	x	x	1.1%	x
CC(C)(C)c1ccc(-c2cn(-c3ccc(Br)cc3)c3[n+]2CCCS3)cc1	i	-21.2%	-21.9%	10µM*	-12.1%	u	5.7%	14.8%	-27.2%
COC(=O)c1sc(NC(=S)NC(=O)c2cccc(Br)c2)nc1C	i	-0.8%	x	17.7%	-0.2%	2.6%	0.6%	15.8µM*	21.1%
COc1ccc(-c2nnc(NC(=O)c3ccco3)s2)cc1	i	-15.5%	-2.3%	-2.6%	2.8%	-1.2%	-13.0%	0.4%	0.9%
CNS(=O)(=O)c1cccc(C(=O)OCC(=O)NC2CCCC(C)C2C)c1 (configuration not stated)	i	-2.6%	-3.0%	5.8%	1.2%	10.6%	-6.7%	-0.7%	1.8%
Cc1ccc(S(C)(=O)=NS(=O)(=O)c2cccc3nsnc23)cc1 (configuration not stated)	i	-2.4%	-0.6%	-0.3%	0.9%	2.6%	-0.3%	-1.1%	-9.0%
Cc1cc(NC(=O)CCC(=O)N(Cc2ccco2)C2(C(=O)NC3CCCCC3)CCCCC2)no1	u	0.6%	0.4%	-2.6%	-7.5%	13.4%	-6.4%	0.3%	u
Cn1c(=O)oc2cc(S(=O)(=O)NCCC(=O)NCCc3ccccc3)ccc21	i	-20.7%	10.2%	-1.9%	8.6%	-6.5%	-0.1%	-0.2%	x
N#C/C(=C/c1ccc(OCc2ccc(C(=O)O)cc2)cc1)C(=O)Nc1ccccc1	i	16.8%	x	15.0%	-0.7%	0.0%	0.9%	-0.2%	3.1%
Cc1ccc(NC(=O)c2c(C)nc3sc(C(=O)Nc4ccc(F)cc4)c(N)c3c2-c2ccc(Cl)cc2)c(C)c1	i	-9.4%	-7.2%	1.7%	1.2%	x	x	0.2%	4.3%[9.27 µM]
CC(C)CCC(CC(C)O)C(=O)NNC(=S)Nc1ccccc1 (configuration not stated)	i	9.9%	x	-10.0%	11.5%	3.6%	7.8%	2.5%	3.1%
O=C1CC(c2ccc(S(=O)(=O)Nc3cc(C(F)(F)F)cc(C(F)(F)F)c3)cc2)CN1 (configuration not stated)	i	-11.5%	1.8%	2.6%	-1.3%	-1.6%	-3.9%	-0.5%	x
O=C(CN1C(=O)c2ccccc2S1(=O)=O)Nc1ccc(S(=O)(=O)Nc2ncccn2)cc1	i	9.8%	-7.6%	18.7%	-8.4%	7.4%	4.8%	-0.4%	13.5%
O=[N+]([O-])c1ccc(C2CN=C(Nc3ccccc3)S2)cc1 (configuration not stated)	i	-11.4%	-4.4%[11.3 µM]	1.1%	2.3%	5.6%	-2.2%	3.8%	-9.5%
COc1cc(OC)c(N(C)C(=O)c2c(C)oc3ncnc(N4CCCCC4)c23)cc1Cl	i	-25.1%	-5.6%	-24.4%	2.4%	x	x	-0.2%	u
COCCn1c(SCc2ccc(F)cc2)nc2ccccc2c1=O	i	-12.5%	-5.0%	-5.6%	0.5%	20.3%	u	0.2%	u
Clc1cccc(-c2nc(NCCN3CCOCC3)c3ccccc3n2)c1	i	-33.3%	-23.9%	-31.1%	-1.6%	6.3%	-7.1%	7.0%	-22.1%
O=C(c1cc(COc2c(F)cccc2F)on1)N1CCc2ccccc2C1	i	-5.8%	x	u	6.3%	11.0%	2.8%	-0.1%	u
c1csc(-n2nc3ccccc3n2)c1	i	13.1%	20.2%	-3.6%	-4.3%	1.0%	1.6%	9.5%	x
C=CCc1cccc(/C=N/NC(=O)CNc2ccccc2OC)c1O	i	-24.1%	u	12.6µM*	u	u	-17.3%	-2.2%	u
Cc1cc(N=Cc2c(O)n(-c3cccc(C(F)(F)F)c3)c(=O)c3ccccc23)no1	i	2.1%	-6.3%	0.6%	-6.9%	-4.3%	4.5%	-0.8%	u
CCOC(=O)C1CCC(CN(Cc2ccc(Cl)cc2)S(=O)(=O)c2ccc(F)c(C(=O)Nc3cccc(F)c3)c2)CC1 (configuration not stated)	i	-0.8%	1.7%	-2.1%	-4.0%	x	x	-1.1%	x
CCn1cc(/C=N\NC(=O)c2csc3ccccc23)c(C)n1	i	6.3%	22.1%	-0.5%	-8.6%	20.2%	7.8%	-0.6%	1.4%
CCOc1ccc(CC(=O)OCn2nnc3ccccc3c2=O)cc1	i	-0.2%	-1.7%	1.6%	1.0%	-0.1%	-10.5%	0.1%	u
CN(C)CCNC(=O)COc1cccc2c1OC(C)(C)C2	i	16.0%	-35.0%	-6.7%	-8.3%	-7.2%	7.8%	-0.1%	3.5%
CS(=O)(=O)NNC(=O)c1sccc1OCc1ncc(C(F)(F)F)cc1Cl	i	-2.4%	0.7%	8.0%	14.6%	u	2.2%	0.6%	3.9%
CN(C)c1nc(OCCNC(=O)Nc2ccc(Cl)cc2)nc(N(C)C)n1	i	-2.5%	-19.4%	6.5%	-1.0%	13.4%	-0.3%	-0.5%	0.2%
CSc1nc(SCC(=O)NCc2ccco2)c2c3c(sc2n1)COC(C)(C)C3	i	-3.5%	-10.6%	-10.2%	-14.3%	u	14.9%	6.4%	x
CC1CCCN(CCCNC(=O)c2nn(C)c3c2CS(=O)(=O)c2ccccc2-3)C1 (configuration not stated)	u	5.2%	x	8.7%	-2.6%	-4.8%	1.3%	0.1%	-18.8%
COc1ccc(-c2csc3ncnc(Nc4cc(OC)cc(OC)c4)c23)cc1	i	-73.7%	-8.8%	u	8.7%	x	x	3.7%	x
CN(C)CCNC(=O)C(=O)NCC1OCCN1S(=O)(=O)c1ccc2c(c1)OCCO2 (configuration not stated)	i	-18.3%	0.1%	-6.5%	1.1%	10.5%	2.4%	-0.4%	18.0%
CCOCc1ccccc1Nc1ncnc2onc(-c3ccc(Cl)cc3)c12	i	-10.0%	3.7%	u	-0.7%	x	x	-0.7%	9.6%

Compound activity deposited in PubChem by National Center for Advancing Translational Sciences (NCATS).
